# UPR XBP1 act: adaptive UPR (XBP1) activation; CHO-XBP1 luciferase reporter, IRE1-XBP1 UPR activation, luminescence; percent of tunicamycin response, DMSO as zero; activation, % at 20 µM; 330,000 compounds, 0.33% hits;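 active = versus positive control, 20 µM dose yields 30% or more activation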;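 also: 100% = tunicamycin at 10 µg/mL and 0% = DMSO only wells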
#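 Material: CHO cell line with stable XBP1 luciferase reporter; schedule: 16-18 h cell attachment at 37 °C, then 6 h compound exposure; signal: glow luminescence from Steady-Glo reagent; medium: serum-containing F12 medium, 10% FBS; benchmarks: tunicamycin 10 µg/mL and vehicle-only wells; read-out: percent activation relative to tunicamycin reference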
# 697 NFkB inh: inhibitors of the PMA/ionomycin-induced NF-kB reporter in 697 B cells; 697 B-cell NF-kB luciferase reporter, 16 h; inhibition, % at 4 µM; 330,000 compounds, 0.33% hits; in the data active = inhibition above about 35%
# Jurkat NFkB inh: lowers PMA/ionomycin-induced NF-kB signal in Jurkat cells | AID 435003 | PMA/ionomycin-induced NF-kB luciferase reporter, luminescence | 330,000 compounds, 0.53% hits | inhibition, % at 4 µM; in the data active = inhibition above about 50%
# tim10-1 inh: growth inhibitors of tim10-1 mutant yeast | inhibition, % at 20 µM | 330,000 compounds, 2.2% hits | AID 463190 | S. cerevisiae tim10-1 ts strain growth, BacTiter-Glo, 24 h;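 active = inhibition of at least 40%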;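 also: mutant grown at 25 °C; 0% = DMSO wells with yeast and 100% = wells holding no yeast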
# Mdm2 MdmX PPI: disrupts the human Mdm2-MdmX interaction | O15151+Q00987 | SaOS-2 split-luciferase Mdm2/MdmX complementation, luminescence | inhibition, % at 8 µM | 330,000 compounds, 3% hits | AID 485346;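 active = inhibition of at least 50% at 8 µM in the primary screen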
# Target sequence (O15151 whole entry, looked up): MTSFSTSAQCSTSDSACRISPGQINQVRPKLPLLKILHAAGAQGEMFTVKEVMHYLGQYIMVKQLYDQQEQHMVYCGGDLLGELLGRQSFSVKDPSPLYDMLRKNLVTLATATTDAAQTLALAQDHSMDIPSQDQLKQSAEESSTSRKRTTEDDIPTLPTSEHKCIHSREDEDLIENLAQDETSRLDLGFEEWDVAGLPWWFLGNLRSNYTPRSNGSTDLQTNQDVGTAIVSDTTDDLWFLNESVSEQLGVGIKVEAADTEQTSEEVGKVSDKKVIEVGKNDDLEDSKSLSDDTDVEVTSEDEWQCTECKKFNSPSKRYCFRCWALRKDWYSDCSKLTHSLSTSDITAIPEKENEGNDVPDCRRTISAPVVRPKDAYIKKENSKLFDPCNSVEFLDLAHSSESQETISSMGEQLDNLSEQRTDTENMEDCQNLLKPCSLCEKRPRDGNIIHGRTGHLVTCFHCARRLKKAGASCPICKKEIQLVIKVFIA
# Target sequence (Q00987 whole entry, looked up): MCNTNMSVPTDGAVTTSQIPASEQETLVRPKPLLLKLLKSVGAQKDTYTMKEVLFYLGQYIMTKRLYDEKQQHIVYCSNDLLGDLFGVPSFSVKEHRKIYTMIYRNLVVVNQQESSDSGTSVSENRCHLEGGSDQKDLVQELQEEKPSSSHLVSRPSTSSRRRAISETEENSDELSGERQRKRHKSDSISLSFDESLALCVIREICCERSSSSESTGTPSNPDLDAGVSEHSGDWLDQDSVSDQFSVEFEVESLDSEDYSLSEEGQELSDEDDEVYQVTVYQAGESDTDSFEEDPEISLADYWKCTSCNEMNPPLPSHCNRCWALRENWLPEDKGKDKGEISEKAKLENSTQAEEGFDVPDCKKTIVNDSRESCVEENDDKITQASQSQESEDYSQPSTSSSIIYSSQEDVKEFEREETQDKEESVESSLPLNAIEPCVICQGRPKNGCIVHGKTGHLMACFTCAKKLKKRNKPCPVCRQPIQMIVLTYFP
# TIM10 inh: TIM10 yeast growth inhibition. S. cerevisiae TIM10 strain growth, BacTiter-Glo luminescence, 24 h. inhibition, % at 10 µM. 330,000 compounds, 1.4% hits;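 active = inhibition of 40% or more at the single tested concentration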;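 also: wild-type TIM10 isogenic control strain grown at permissive 25 °C; 0% = DMSO yeast wells and 100% = minimal medium wells without yeast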
# UPR CHOP act: apoptotic UPR (CHOP) activation | CHO-CHOP luciferase reporter, luminescence; percent of tunicamycin response over DMSO baseline | activation, % at 10 µM | 330,000 compounds, 0.34% hits | AID 449763;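 active = at 10 µM dose, activation of 40% or more, normalized to positive control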;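 also: 100% = tunicamycin at 10 µg/mL and 0% = DMSO alone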
#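 Test system: CHO CHOP reporter cells. Input: 500 CHO-CHOP cells per well. Medium: F12 with 10% FBS. Technique: luciferase luminescence. Measure: percent activation relative to tunicamycin control. Dosing: 10 µM compound, 0.5% DMSO. Timing: 16-18 h cell attachment, then 6 h compound exposure, 37 °C.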
# tim23-1 inh: inhibits growth of tim23-1 mutant yeast; S. cerevisiae tim23-1 growth, BacTiter-Glo luminescence, 24 h; inhibition, % at 20 µM; 330,000 compounds, 1.3% hits; AID 463212;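 active = growth inhibition of the mutant yeast at or above 50%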;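 also: temperature-sensitive mutant grown at 25 °C; plate controls were DMSO-treated mutant yeast for no effect and medium wells lacking yeast for full effect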
# Active calls of the source: *; · = not tested or not shown.
SMILES,UPR XBP1 act,697 NFkB inh,Jurkat NFkB inh,tim10-1 inh,Mdm2 MdmX PPI,TIM10 inh,UPR CHOP act,tim23-1 inh
Cc1cc(=O)n2nc(-c3ccccc3)sc2n1,3,-65,-49,8,8,-13,2.3,3
Cc1cnc(C(=O)OCC(=O)N2CCN(S(=O)(=O)c3ccc(Cl)cc3)CC2)cn1,-2,18,-7,-4,14,-4,-1.3,-3
O=C(CCl)N1c2ccccc2SCC1c1ccccc1 (stereo unspecified),-14,-3,14,0,99*,29,-6.7,54*
CC1CCCN(C(=O)C2CCCN(S(=O)(=O)c3cccc4nsnc34)C2)C1 (stereo unspecified),-4,-25,-9,6,2,9,-1.7,14
Cn1c(CCN2CCCCC2)nc2cc(NS(=O)(=O)c3ccc(Cl)cc3)ccc21,0,-8,8,27,39,-5,-1.0,10
CC(=O)CCC(=O)N1CCC(n2nccc2NC(=O)c2ccccc2C)CC1,0,0,-12,-7,-4,-1,-2.1,-6
C=CC[C@@H](CC(=O)N(CCO)Cc1ccccc1)C(=O)N[C@@H](C)COC(=O)[C@@H](CC=C)CC(=O)OC(C)(C)C,-2,17,16,3,17,3,-0.6,1
Cc1ccccc1NC(=S)N1CCN(c2ccccc2Cl)CC1,-7,0,1,24,7,15,-1.2,30
Cc1ccc2c(CC(=O)NCc3ccc4c(c3)OCO4)coc2c1,-2,-15,1,30,-45,4,0.8,5
Cc1ccnc(NC(=O)CCC(=O)N(CC(=O)NCc2ccc(F)cc2)Cc2ccco2)c1,0,-10,-21,-11,2,-16,0.9,3
Nc1ccc(N2CCCCC2)cc1N1CCCCC1,0,-50,-8,31,80*,5,-1.3,35
C/C(=N\NC(=O)CNC(=O)c1ccncc1)c1ccc(C)cc1,0,12,7,-6,7,-6,-1.8,3
COc1ccc(-c2ccc(SCC(=O)Nc3nnc(C)s3)nn2)cc1,4,-5,-40,-11,-13,-5,4.2,-2
CCOC(=O)C1(Cc2ccccc2)CCN(Cc2csc(C(C)=O)c2)CC1,1,-6,4,2,-24,-9,0.1,6
Cn1c(SCC(=O)NCCN2C(=O)CSC2=O)nnc1-c1ccccc1,-3,-1,-4,9,-6,10,0.9,4
Nc1cc(-c2ccc(Cl)cc2)nn1S(=O)(=O)c1ccc(Cl)cc1,-1,1,-6,0,14,3,0.6,-6
COc1cc(COc2ccc3c(C)c(Cc4ccccc4)c(=O)oc3c2)cc(OC)c1OC,-3,3,3,10,18,17,-1.4,18
Cc1ccc(C(=O)NC(Cc2ccccc2C(F)(F)F)C(=O)O)cc1 (stereo unspecified),3,13,·,15,23,-5,4.7,39
O=C(NCCN1CCCC1)c1ccc2c(c1)N(Cc1cccc(Cl)c1)C(=O)c1ccccc1S2(=O)=O,-7,8,-16,-6,39,0,2.7,-12
Cc1cc(Br)cn2cc(C(=O)O)nc12,-2,12,1,3,-24,11,-0.1,-7
CCOc1ccc(N2CC(C(=O)NCc3ccco3)CC2=O)cc1 (stereo unspecified),0,11,0,6,-1,3,0.9,8
COc1ccccc1CN(Cc1nc2ccccc2c(=O)[nH]1)C(=O)Nc1ccc(C)cc1,-1,-23,-6,43*,18,55*,3.8,59*
CC(=O)c1cc(NC(=O)c2ccc(Cl)cc2)c(=O)oc1/C=C/N(C)C,0,4,3,46*,9,28,-0.4,14
Clc1ccc(Nc2ccc(NCc3ccccc3)nn2)cc1,0,-4,-28,21,5,16,6.1,36
C/C(=N\NS(=O)(=O)c1ccccc1)c1cc(Cl)cc(Cl)c1O,-1,-12,4,23,14,7,-1.7,9

# Some entries already given, limited to UPR XBP1 act and tim23-1 inh:
Compound,UPR XBP1 act,tim23-1 inh
Nc1ccc(N2CCCCC2)cc1N1CCCCC1,0,35
C/C(=N\NS(=O)(=O)c1ccccc1)c1cc(Cl)cc(Cl)c1O,-1,9

# A second format for part of the listing above.
compound	UPR XBP1 act	697 NFkB inh	Jurkat NFkB inh	tim10-1 inh	Mdm2 MdmX PPI	TIM10 inh	UPR CHOP act	tim23-1 inh
COc1cc(COc2ccc3c(C)c(Cc4ccccc4)c(=O)oc3c2)cc(OC)c1OC	-3	3	3	10	18	17	-1.4	18
CCOC(=O)C1(Cc2ccccc2)CCN(Cc2csc(C(C)=O)c2)CC1	1	-6	4	2	-24	-9	0.1	6
Cc1cc(=O)n2nc(-c3ccccc3)sc2n1	3	-65	-49	8	8	-13	2.3	3
Cn1c(SCC(=O)NCCN2C(=O)CSC2=O)nnc1-c1ccccc1	-3	-1	-4	9	-6	10	0.9	4

# The list goes on.
SMILES,UPR XBP1 act,697 NFkB inh,Jurkat NFkB inh,tim10-1 inh,Mdm2 MdmX PPI,TIM10 inh,UPR CHOP act,tim23-1 inh
CCCCNC(=O)CSc1nc2ccccc2n1S(=O)(=O)c1ccc(Cl)cc1,1,-20,-3,22,0,-4,2.4,-4
CN(C)c1ccc(S(=O)(=O)NCC(=O)OCC(=O)c2ccc[nH]2)cc1[N+](=O)[O-],0,1,11,-5,-31,5,1.2,9
CCOc1ccccc1OCC(=O)Nc1cc(S(=O)(=O)N2CCCCC2)ccc1N1CCN(CC)CC1,-1,-11,8,5,4,12,1.0,25
Cc1c(NC(=O)Cc2ccccc2)cccc1C(=O)NN1C(=O)c2ccccc2C1=O,-2,10,11,8,22,5,2.1,-2
CCC(=O)N1c2ccc(S(=O)(=O)N(CCO)Cc3ccccc3)cc2CC1C (stereo unspecified),-2,7,14,19,25,8,-0.9,-13
CC1O[C@@H](O[C@H](C)CC[C@@H](C)O[C@H]2OC(C)[C@@H](O)C[C@H]2O)C(O)C[C@H]1O (stereo partly specified),-2,-14,13,-10,-6,-6,-0.1,6
CC(C)CC(CO)N1CCN(C(=O)c2cccc(C(F)(F)F)c2)CCC1=O (stereo unspecified),-2,-8,-10,0,10,-2,0.0,16
CN(C(=O)c1cc2n(n1)C(C(F)(F)F)CC(c1ccco1)N2)c1ccc(OC(F)(F)F)cc1 (stereo unspecified),-5,9,-9,31,6,18,0.5,12
O=C(c1ccc(Cl)c(S(=O)(=O)N2CCCC2)c1)N1CCCC(C(F)(F)F)C1 (stereo unspecified),-3,7,-4,14,17,15,1.0,33
COc1ccc(N2C(=O)CC(N3CCN(C(=O)c4ccco4)CC3)C2=O)cc1 (stereo unspecified),1,0,-4,7,6,12,0.2,14
O=C1NC(c2cccc([N+](=O)[O-])c2)=CCN1c1ccccc1O,0,27,15,11,20,8,1.2,9
CCOc1ccc(CCNC(=O)COC(=O)c2cc(OC)cc(OC)c2)cc1OCC,0,6,-9,15,-8,1,-0.3,18
Cc1ccc(S(=O)(=O)N2c3ccccc3OCC2C(C)(C)C)cc1 (stereo unspecified),-1,-30,-16,22,18,23,0.1,18
Cc1[nH]nc2c1/C(=N/O)CC(c1ccccc1)C2 (stereo unspecified),2,21,9,7,5,6,0.0,4
CCN(C(=O)COC(=O)c1ccco1)c1c(N)n(Cc2ccccc2)c(=O)[nH]c1=O,-1,-24,6,10,15,11,0.1,25
O=C(c1ccccc1)N1CCN(S(=O)(=O)c2cccc(NS(=O)(=O)c3ccccc3)c2)CC1,-3,0,-6,10,-2,-4,-2.2,15
CCN1c2ccccc2NC2N=C(OC)C(c3ccccc3)C21 (stereo unspecified),0,18,17,40,44,35,2.0,40
O=C1OCCN1/N=C/c1ccc([N+](=O)[O-])o1,-5,-5,-6,17,-15,10,-0.9,7
CC(=O)n1c2ccccc2c2c1c1ccccc1n2C,0,-51,-25,18,-3,2,-0.1,25
O=C(NNC(=O)c1ccc(Br)s1)c1csc(N2CCOCC2)n1,0,8,-5,5,-7,8,0.9,3
CCOc1cc(/C=N/n2c(C)nnc2C)ccc1O,1,23,-3,0,9,14,1.0,-6
COc1cc2cc(Br)cc(Br)c2nc1C,-1,-2,-7,33,23,25,-1.9,17
O=C(COc1ccc(F)cc1Br)Nc1ccccc1N1CCOCC1,0,3,5,24,21,-7,-0.4,32
COc1ccc(CCN(Cc2cc3ccc(C)cc3n3nnnc23)C(C)=O)cc1OC,1,-3,-14,9,0,-8,1.5,13
O=C(COC(=O)c1ccc(F)c(S(=O)(=O)N2CCOCC2)c1)NCCc1ccccc1,0,10,2,-3,6,-2,1.3,13

# (further entries)
SMILES,UPR XBP1 act,697 NFkB inh,Jurkat NFkB inh,tim10-1 inh,Mdm2 MdmX PPI,TIM10 inh,UPR CHOP act,tim23-1 inh
Cc1ccc(C(=O)N/N=C/c2cc(C)n(-c3ccc(Br)cc3)c2C)cc1[N+](=O)[O-],-1,15,0,1,38,17,-3.4,3
COc1ccc(C)cc1NC(=O)c1cnc2n(c1=O)CCS2,4,-7,-7,16,-18,12,4.4,23
CCCCN1C(=O)C(=O)N(CC(=O)Nc2cc(OCC)c(N3CCOCC3)cc2OCC)C1=O,-2,6,-17,-2,11,-18,-0.8,14
FC(F)(F)c1ccnc(N2CCN(Cc3cnc(-c4ccccc4)[nH]3)CC2)c1,-3,-13,-14,29,8,5,0.1,8
O=C(Nc1ccc(-c2csc(Nc3cccc(C(F)(F)F)c3)n2)cc1)c1cc([N+](=O)[O-])cc(C(F)(F)F)c1,11,-45,-10,15,68*,5,3.5,19
CCNc1nc(C#N)nc2c1ncn2-c1cc(F)cc(F)c1,-2,0,2,20,2,10,-0.8,19
CNC(=O)NC(=O)CSc1cccc(C(F)(F)F)c1,1,-2,4,0,-18,0,-1.7,-6
Cn1c(=O)c2[nH]c(SCc3ccccn3)nc2n(C)c1=S,-4,-6,-1,16,-1,8,-0.2,11
O=C(O)c1cc(-c2ccc(O)cc2)nc2ccccc12,-1,8,5,14,-36,-1,-1.5,-2
O=S(=O)(Nc1cccc(CO)c1)c1cccs1,-2,7,4,2,-18,9,-0.7,8
COC(=O)COc1cccc(NC(=O)c2ccccc2)c1,-1,1,-5,-6,9,14,-0.5,-1
Cc1nn(Cc2ccccc2)c(C)c1/C=N/NC(=O)CNc1cccc(C(F)(F)F)c1,0,-3,20,23,31,20,-1.5,0
COc1cc(Cc2cc(N)nc(N)n2)cc(OC)c1OC,-2,12,3,21,12,-11,1.0,11
O=C(Nc1ccc(-c2cn3ccsc3n2)cc1)C1COc2ccccc2O1 (stereo unspecified),-3,-89,-21,22,-23,21,4.3,24
COc1ccccc1-c1nnc(NC(=O)c2ccc(S(=O)(=O)N(C)CC3CCCO3)cc2)o1 (stereo unspecified),-5,13,15,12,1,1,0.2,12
Cc1c(NC(=O)C(C)OC(=O)COc2ccc(C#N)cc2)c(=O)n(-c2ccccc2)n1C (stereo unspecified),-3,0,5,2,-17,1,2.7,16
CCn1c(SCc2nc3scc(-c4ccccc4)c3c(=O)[nH]2)nnc1-c1ccc(Cl)cc1,1,-16,-1,-5,18,-23,-0.6,-27
Cc1ccc(/C=N/NC(=O)c2nnn(-c3nonc3N)c2CSc2ccccc2)cc1,1,-27,-18,1,7,6,1.7,14
CCNC(=O)N1CCCC(C(=O)c2ccc(C(F)(F)F)cc2)C1 (stereo unspecified),2,2,-13,11,10,-7,-0.2,6
O=C(NCCNS(=O)(=O)c1ccccc1Cl)c1cc(OCC(F)(F)F)ccc1OCC(F)(F)F,-1,15,7,7,-12,-3,0.0,-1
COc1ccc(C(=O)NC(=S)Nc2ccccc2N2CCCCC2)cc1[N+](=O)[O-],1,-12,-9,31,17,33,2.9,41
Cc1cc(C)cc(NC(=O)CCNS(=O)(=O)c2cc(Br)cnc2N)c1,-3,19,14,8,17,7,-3.1,-3
Cc1cc2oc(=O)cc(CSc3nc(N)cc(N)n3)c2cc1C,1,7,-5,-1,8,-2,-1.2,-2
COC(=O)c1cc(OC)c(OC)cc1NC(=O)Cc1cccs1,-1,10,-9,23,12,7,-0.4,10
Cn1c(=O)[nH]c(=O)c2c1nc(Br)n2CC(O)c1ccccc1 (stereo unspecified),-1,-7,1,12,4,9,0.2,-8

# Source: PubChem BioAssay (Sanford-Burnham Center for Chemical Genomics)
